Source: PubChem BioAssay (several laboratories)
CHRM4 PAM – potentiates acetylcholine response at human M4 receptor; 0.4% of 360,000 active; P08173; activation, % at 3 µM; CHO-K1 hM4/Gqi5, Fluo-8 calcium fluorescence, ACh EC20; 0% = ACh EC20, 100% = maximal ACh;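 active = activation above its plate's cutoff, the mean activation of sample wells plus 3 SD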; note: some results filed as inactive read as strong as hits
Target sequence (P08173 whole entry, looked up): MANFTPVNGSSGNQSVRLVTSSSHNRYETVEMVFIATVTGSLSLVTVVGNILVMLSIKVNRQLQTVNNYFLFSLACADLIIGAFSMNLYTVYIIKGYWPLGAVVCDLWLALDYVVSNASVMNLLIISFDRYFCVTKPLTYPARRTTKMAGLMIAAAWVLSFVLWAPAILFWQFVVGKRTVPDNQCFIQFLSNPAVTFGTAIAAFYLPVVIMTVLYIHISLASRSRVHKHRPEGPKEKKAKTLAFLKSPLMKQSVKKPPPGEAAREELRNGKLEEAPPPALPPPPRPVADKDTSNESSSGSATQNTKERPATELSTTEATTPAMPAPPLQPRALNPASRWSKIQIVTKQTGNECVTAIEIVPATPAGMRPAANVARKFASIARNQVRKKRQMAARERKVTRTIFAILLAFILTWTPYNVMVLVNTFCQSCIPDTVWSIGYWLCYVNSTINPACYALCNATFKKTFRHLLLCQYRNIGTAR
M5 PAM – positive allosteric modulators of human muscarinic M5 receptor; CHO-K1 hM5, Fluo-8 calcium, ACh EC20 PAM; 0% = ACh EC20, 100% = ACh EC100; P08912; AID 624038; activation, % at 3 µM; 0.3% of 360,000 active;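 active = activation above the run cutoff, the mean activation of all test compounds plus 3 SD, cut at about 18% in these data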
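system = human M5 receptor in CHO-K1 cells | reagent = EC20 acetylcholine as agonist stimulus | compound dosing = single-point, 3 µM nominal | incubation = Fluo-8 loading 80 min at 37 °C plus 30 min room temperature | detection = Fluo-8 calcium dye fluorescence, kinetic read | benchmarks = low control EC20 acetylcholine (0%), high control EC100 acetylcholine (100%)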
CHRM5 antagonist – CHRM5 antagonism in calcium assay; 0.59% of 360,000 active; P08912; inhibition, % at 3 µM; CHO-hM5 cells, Fluo-8 calcium fluorescence, ACh EC80;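 active = inhibition above a per-plate cutoff, the mean of that plate's test compounds plus 3 SD, cut at about 27% in these data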;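 note: 0% = acetylcholine EC80 with DMSO and 100% = DMSO without agonist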
CRFR2-BP antag – CRF-BP/CRF-R2 complex antagonism. HEK293 CRF-R2/CRF-BP, CRF-induced calcium fluorescence. 0.59% of 350,000 active. AID 588475. inhibition, % at 11.8 µM;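 active = inhibition of the ligand-induced calcium signal above about 50% at the single tested concentration, limit read from the data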
TAAR1 antag – human TAAR1 antagonism; Q96RJ0; AID 624466; CHO RD-HGA16 TAAR1, Fluo-8 calcium fluorescence, antagonist; inhibition, % at 3 µM; 1.5% of 360,000 active;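 active = inhibition above a per-plate cutoff, the mean inhibition of test compounds on that plate plus 3 SD, cut at about 49% in these data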;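 note: 0% = DMSO plus EC80 beta-PEA response and 100% = DMSO alone without agonist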
Target sequence (Q96RJ0 whole entry, looked up): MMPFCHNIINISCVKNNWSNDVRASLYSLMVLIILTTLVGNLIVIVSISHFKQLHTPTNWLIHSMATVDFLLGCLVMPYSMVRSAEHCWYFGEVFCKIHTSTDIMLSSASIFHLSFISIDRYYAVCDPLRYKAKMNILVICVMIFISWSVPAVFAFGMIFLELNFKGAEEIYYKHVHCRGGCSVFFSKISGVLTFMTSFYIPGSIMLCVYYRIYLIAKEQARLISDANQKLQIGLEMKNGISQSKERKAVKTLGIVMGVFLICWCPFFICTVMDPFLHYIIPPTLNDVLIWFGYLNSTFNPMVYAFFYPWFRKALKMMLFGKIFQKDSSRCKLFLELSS
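Test system – hTAAR1-expressing CHO RD-HGA16 cells, Gα16-coupled · Also added – β-PEA at EC80 concentration, post-compound challenge · Compound – 3 µM, single point · Incubation – dye loading 75 min at 37 °C, then 30 min room temperature · Measured by – Fluo-8 intracellular calcium dye fluorescence, real-time kinetic reads · Benchmarks – vehicle and agonist controls · Replicates – singlicate, one well per test compound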
TAAR1 agonist – agonists of human TAAR1; CHO RD-HGA16 TAAR1, Fluo-8 calcium fluorescence; vehicle wells 0%, saturating PEA agonist 100%; AID 624467; Q96RJ0; activation, % at 3 µM; 0.99% of 360,000 active;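 active = activation above the mean activation of all test compounds in the run plus 3 SD, cut at about 38% in these data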
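System: CHO-derived RD-HGA16 cells with stable Gα16 and human TAAR1 / Times: 17-24 h plating, Fluo-8 75 min 37 °C, 30 min RT / Technique: calcium-sensitive Fluo-8 signal, excitation 470-495, emission 515-575 nm / Measure: % activation relative to PEA EC100 response / Benchmarks: DMSO and PEA EC100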
CRFBP-R2 agonist – agonists of human CRF-binding protein/CRF-R2 receptor complex | HEK293 CRF-R2/CRF-BP, calcium dye fluorescence (FLIPR); percent of saturating CRF peptide response | activation, % at 13.2 µM | 0.46% of 350,000 active | AID 588473;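 active = activation of at least 50%, plus an integration ratio under a set limit after plate pattern correction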;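 note: plate controls were neutral control wells without compound for no effect and CRF at EC100 for full effect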
M5 ag – CHRM5 agonism in calcium assay | P08912 | CHO-K1 hM5 cells, Fluo-8 calcium fluorescence; 0% DMSO wells, 100% maximal acetylcholine response | activation, % at 3 µM | 0.19% of 360,000 active;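 active = activation above the run's mean over test compounds plus 3 SD, cut at about 23% in these data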;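 note: signal is peak over basal fluorescence ratio across the kinetic read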
CHO-K1 Ca PAM – counter-screen for M1 PAMs: effect in parental CHO-K1 cells; ATP EC20, Fluo-8 calcium fluorescence; 0% at ATP EC20, 100% at ATP max; activation, % at 3 µM; 0.02% of 360,000 active;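 active = activation above the run cutoff, the mean activation of all test compounds plus 3 SD, cut at about 40% in these data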;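 note: peak over basal fluorescence ratio in a 140 s read after ATP addition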
The depositor's hits bear a star; / = not tested or not shown.

Value order – CHRM4 PAM, M5 PAM, CHRM5 antagonist, CRFR2-BP antag, TAAR1 antag, TAAR1 agonist, CRFBP-R2 agonist, M5 ag, CHO-K1 Ca PAM
1: Cc1ccc(C)c(/C=C/C(=O)c2ccccc(=O)c2O)c1
 : 3, 10, -3, -35, -4, 0, 5.0, 3, 19
2: O=S(=O)(c1ccccc1)N1CCN(c2ncnc3scc(-c4ccccc4)c23)CC1
 : -9, 2, 0, -33, 12, -1, 2.2, -2, -19
3: COC(=O)Cn1c(=N)n(CCN2CCCCC2)c2ccccc21
 : 2, 1, 3, 6, -2, 14, 1.0, -5, 5
4: CCOC(=O)N1CCN(Cc2cn3ccccc3n2)CC1
 : -4, 15, 4, 13, -17, 2, -0.4, -11, -1
5: CCN(CC(=O)Nc1c(F)cccc1F)C(=O)c1ccc2c(=O)n3c(nc2c1)CCC3
 : -6, -5, 5, 104*, -6, 1, -0.9, -1, -22
6: N#CCC(CNc1ncc(C(F)(F)F)cc1Cl)OC(=O)c1c(F)cccc1F (stereo unspecified)
 : -7, -7, 11, -14, 21, 2, 2.0, -5, -4
7: CCCc1nc2oc3c(NCCOCCO)ncnc3c2c2c1COC(C)(C)C2
 : -3, -1, -5, -14, 1, 13, 1.7, 2, 13
8: O=C(Nc1ccc2c(c1)OCCO2)C(C1CC1)n1c(=O)c(-c2ccccc2)nc2ccccc21 (stereo unspecified)
 : 8, 4, -1, /, -22, 0, /, 3, /
9: CN(Cc1cnn(Cc2ccccc2)c1)C(=O)c1cccc(S(=O)(=O)N2CCOCC2)c1
 : -7, -5, -5, -7, 14, 9, 0.7, 7, -10
10: CCOC(=O)N1CCN(C(=O)CNC(=O)Cn2cnc3ccccc3c2=O)CC1
 : 21*, 8, 3, 12, 9, 5, -2.5, -3, 19
11: COc1cc(/C=N/NC(=O)c2cccc([N+](=O)[O-])c2)ccc1OCc1ccccc1
 : -6, -4, 7, -25, -3, 6, -0.3, 2, -10
12: CCOC(=O)c1[nH]c2cc3c(cc2c1NC(=O)CN1CC(C)CC(C)C1)OCO3 (stereo unspecified)
 : 13, 11, -7, -5, -3, 5, -3.1, -4, 22
13: CC(OC(=O)COc1ccc(C#N)cc1)C(=O)Nc1ccc(Cl)cn1 (stereo unspecified)
 : -4, -5, 4, -9, -3, 0, -0.7, -4, -18
14: COc1cc2c(cc1OC)C(C)N(C(=O)CCc1c[nH]c3ccccc13)CC2 (stereo unspecified)
 : -8, -12, 19, 1, 10, 0, -0.3, 1, -4
15: CCc1cccc2c1NC(=O)C2=O
 : 2, 3, 12, -2, -38, 1, 0.6, 3, 25
16: C/C(=N\Nc1nc(N2CCOCC2)nc(N2CCOCC2)n1)c1cccc([N+](=O)[O-])c1
 : -3, -11, 5, 23, 0, 1, -1.9, -1, 17
17: CCc1ccc(-c2nc(C(N)=O)c3[nH]c(=O)n(-c4ccccc4OC)c3n2)cc1
 : 8, -3, -5, -22, -39, 11, 1.3, 2, 23
18: CC1(C)Cc2c(c(N3CCCC3)nc3sc4c(N5CCN(CCO)CC5)ncnc4c23)CO1
 : -5, -7, 9, 17, 10, 3, 1.6, 1, 14
19: Cc1occc1-c1nnc(SCC(=O)NC2CCCC2)n1C
 : 9, 7, 4, -7, -22, 0, 2.9, -1, 17
20: Cc1cc(C)nc(Nc2nc(C(N)Cc3ccc(F)cc3)cs2)n1 (stereo unspecified)
 : -1, -1, -9, /, 2, 28, /, 6, 19
21: O=C(/C=C/c1ccc(OCCCF)cc1)Nc1ccnc(-c2ccncc2)n1
 : -2, -12, 9, 5, 16, 11, -0.8, 4, 0
22: CCCCn1c(CCc2ccccc2)nc2cc3[nH]c(=O)c(C(C)C)nc3cc21
 : -1, 2, 4, -22, 31, 7, -0.6, 3, 2
23: COc1ccc(C(=O)NCc2nnc(SCC(=O)NCc3ccco3)o2)cc1
 : 1, 2, 3, -3, 4, 0, 0.4, -2, 9
24: CCCNC(=O)C(=O)NCCC1=CCCCC1
 : 7, -2, 17, 3, -6, -1, -0.8, -1, 14
25: O=C(CNC(=O)c1ccc(Cl)cc1Cl)OCc1nnc(-c2ccccc2)o1
 : 0, 5, -10, 0, -15, -2, 0.6, -1, 10
26: Cc1ccc(-c2nn(-c3ccccc3)cc2C(=O)N2CCOCC2)cc1C
 : -10, -6, -9, -69, -13, 5, 2.6, -1, -16
27: O=C(NC1CC2CCC(C1)N2C(=O)NC1CCCCC1)NC12CC3CC(CC(C3)C1)C2 (stereo unspecified)
 : 4, 0, 0, -12, 0, 4, 0.8, 1, -1
28: O=C(c1ccccc1[N+](=O)[O-])N1CCCC(C(=O)N2CCCCCC2)C1 (stereo unspecified)
 : 2, -2, 13, 5, -14, 1, 0.3, -4, 5
29: Cc1ccc(S(=O)(=O)N(C)C)cc1NC(=O)COC(=O)c1cccs1
 : -6, -1, 4, -9, 4, 2, -1.8, 2, 14
30: CCCCN(C(=O)c1ccccc1F)c1c(N)n(CCC)c(=O)[nH]c1=O
 : 4, -1, 11, 3, 1, 1, -0.2, -2, 0

Going on with the list.
Value order – CHRM4 PAM, M5 PAM, CHRM5 antagonist, CRFR2-BP antag, TAAR1 antag, TAAR1 agonist, CRFBP-R2 agonist, M5 ag, CHO-K1 Ca PAM
31: O=C(Nc1ccccc1F)c1cc2nc(C(F)F)cc(C(F)F)n2n1
 : 8, 1, -10, 0, -4, 9, -0.8, -6, 16
32: Cc1c(C(=O)NCC2CCCO2)oc2ccc(S(=O)(=O)N3CCCCC3)cc12 (stereo unspecified)
 : -8, -7, 2, 5, 11, 8, -0.3, 5, 26
33: Cc1ccc(-c2csc(N(CCc3ccccc3)C(=O)COc3ccccc3)n2)cc1
 : 13, 1, -1, -13, -5, 7, -0.2, -1, 9
34: CC(C)(C)[C@H]1C=C(C(=O)N2CCN(Cc3ccc4c(c3)OCO4)CC2)O[C@@H](OCc2ccc(CO)cc2)C1
 : -6, 0, 3, 21, 4, 21, -0.9, 3, -3
35: COc1ccc(-c2cc(C(=O)OCC(=O)NC(C)(C)C)c3ccccc3n2)cc1
 : -15, -14, 18, /, /, /, /, -2, -8
36: O=C(N/N=C/c1cccnc1)c1cc(-c2ccccc2)nc2ccccc12
 : -6, -9, 2, -7, 8, 11, -3.0, -2, 2
37: CCc1ccc(N(C)S(=O)(=O)c2ccc3[nH]cc(C(=O)NCCN4CCOCC4)c(=O)c3c2)cc1
 : 2, -1, 0, -16, -10, 0, 0.0, -1, 16
38: O=C(OCCN1CCOCC1)c1cccs1
 : -1, 6, -5, 0, -10, 8, 0.7, -5, 11
39: COc1ccc(C(=O)c2sc3nc(-c4ccccc4)ccc3c2N)cc1
 : -13, -17, 34*, -126, /, /, 83*, 15, 8
40: CC1(C)CC(=O)C2=C(C1)NC(=O)CC2c1cc2c(cc1Br)OCO2 (stereo unspecified)
 : 24*, -2, 3, -16, 1, 8, 1.1, -3, -5
41: COc1ccc(CCNC(=O)CSc2nc(-c3ccco3)cc(C(F)(F)F)n2)cc1
 : 0, -3, 1, 29, 18, 1, -1.1, 2, -2
42: CCCCn1c(=O)n(CC(=O)Nc2ccc(OC)c(Cl)c2)c(=O)c2c1nc(CO)n2CCC
 : -1, -2, -1, -5, -11, 3, -0.8, 1, 1
43: COc1ccc(-n2c3c(c(=O)[nH]c2=O)C(NC(=O)c2ccncc2)(C(F)(F)F)C(=O)N3)cc1 (stereo unspecified)
 : -2, 7, 0, -14, 13, 1, 0.8, 5, -6

By substructure: the entries above with an aryl thioether with sulfur outside any ring (3)
Value order – CHRM4 PAM, M5 PAM, CHRM5 antagonist, CRFR2-BP antag, TAAR1 antag, TAAR1 agonist, CRFBP-R2 agonist, M5 ag, CHO-K1 Ca PAM
19: Cc1occc1-c1nnc(SCC(=O)NC2CCCC2)n1C
 : 9, 7, 4, -7, -22, 0, 2.9, -1, 17
23: COc1ccc(C(=O)NCc2nnc(SCC(=O)NCc3ccco3)o2)cc1
 : 1, 2, 3, -3, 4, 0, 0.4, -2, 9
41: COc1ccc(CCNC(=O)CSc2nc(-c3ccco3)cc(C(F)(F)F)n2)cc1
 : 0, -3, 1, 29, 18, 1, -1.1, 2, -2

Part of the list above, in markdown:
| item | compound | CHRM4 PAM | M5 PAM | CHRM5 antagonist | CRFR2-BP antag | TAAR1 antag | TAAR1 agonist | CRFBP-R2 agonist | M5 ag | CHO-K1 Ca PAM |
| --- | --- | --- | --- | --- | --- | --- | --- | --- | --- | --- |
| 34 | CC(C)(C)[C@H]1C=C(C(=O)N2CCN(Cc3ccc4c(c3)OCO4)CC2)O[C@@H](OCc2ccc(CO)cc2)C1 | -6 | 0 | 3 | 21 | 4 | 21 | -0.9 | 3 | -3 |
| 42 | CCCCn1c(=O)n(CC(=O)Nc2ccc(OC)c(Cl)c2)c(=O)c2c1nc(CO)n2CCC | -1 | -2 | -1 | -5 | -11 | 3 | -0.8 | 1 | 1 |
| 41 | COc1ccc(CCNC(=O)CSc2nc(-c3ccco3)cc(C(F)(F)F)n2)cc1 | 0 | -3 | 1 | 29 | 18 | 1 | -1.1 | 2 | -2 |
| 36 | O=C(N/N=C/c1cccnc1)c1cc(-c2ccccc2)nc2ccccc12 | -6 | -9 | 2 | -7 | 8 | 11 | -3.0 | -2 | 2 |

Part of the list above, reduced to TAAR1 agonist and CRFR2-BP antag:
No.	Compound	TAAR1 agonist	CRFR2-BP antag
37	CCc1ccc(N(C)S(=O)(=O)c2ccc3[nH]cc(C(=O)NCCN4CCOCC4)c(=O)c3c2)cc1	0	-16
38	O=C(OCCN1CCOCC1)c1cccs1	8	0
39	COc1ccc(C(=O)c2sc3nc(-c4ccccc4)ccc3c2N)cc1	/	-126

Rows are unselected; 4.2% or so of the library scored in one or more.
